ALDH1A1 inh: qHTS Assay for Inhibitors of Aldehyde Dehydrogenase 1 (ALDH1A1); Aldehyde dehydrogenase 1A1 (Homo sapiens), P00352; Purified ALDH1A1, NADH fluorescence, propionaldehyde substrate; Potency, µM (titrated, usually from 75.3 µM), inactives show at the highest dose activity, negative = inhibition, actives largely listed as inhibitors; 220,000 compounds, 7.3% hits; active means well fitted inhibition curve with a large enough effect, not every such curve was filed as active; inconclusive means small, poorly fitted or top-dose-only effect, or another doubt; inactive means no such curve, though single readings can be large or run the other way;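 further: plate controls were no enzyme wells and a reference inhibitor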
Tau fibril ThT: qHTS for Inhibitors of Tau Fibril Formation, Thioflavin T Binding; Potency, µM (top dose mostly 57.4 µM), for inactives: at the highest dose activity, negative = inhibition, usual class: inhibitors; 270,000 compounds, 2.1% hits; Microtubule-associated protein tau (Homo sapiens), P10636; recombinant tau K18 P301L (four-repeat tau fragment), heparin-induced fibrillization, ThT fluorescence; further: on the % scale 0 is the no-effect control and ±100 the full control effect; nearly all actives have a fitted effect of over 55% in size
Target sequence (P10636 561-689 P618L limits assumed): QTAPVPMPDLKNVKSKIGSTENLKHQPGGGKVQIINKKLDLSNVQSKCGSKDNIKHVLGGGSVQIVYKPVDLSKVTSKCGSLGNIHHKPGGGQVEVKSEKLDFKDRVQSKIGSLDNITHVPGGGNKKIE
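Heparin-induced (20 uM) aggregation of recombinant human K18 P301L tau, 15 uM unlabeled with 0.24 uM labeled, pH 7 acetate buffer, 6 hr at 37 C with compound. Fibrils quantified by 30 uM ThT fluorescence after 1 hr ambient incubation.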
KDM4E inh: qHTS Assay for Inhibitors of Human Jumonji Domain Containing 2E (JMJD2E); Lysine-specific demethylase 4E (Homo sapiens), B2RXH2; JMJD2E catalytic domain, FDH-coupled NADH fluorescence (FDH is formaldehyde dehydrogenase); Potency, µM (series often up to 57.1 µM), without a hit: at the top dose activity change, negative = inhibition, usual class: inhibitors; 230,000 compounds, 1.6% hits; AID 2147, 2009; active means well fitted inhibition curve with a large enough effect, not every such curve was filed as active; inconclusive means small, poorly fitted or top-dose-only effect, or another doubt; inactive means no such curve, though single readings can be large or run the other way;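 further: 0% = wells with enzyme and -100% = buffer wells without enzyme; nearly all actives have a fitted effect of over 50% in size; many of its hits are not listed in these tables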
L3MBTL1 block: qHTS Assay for the Inhibitors of L3MBTL1 | Lethal(3)malignant brain tumor-like protein 1 (Homo sapiens), Q9Y468 | AlphaScreen L3MBTL1–H3K9me1 peptide binding | Potency, µM (series often up to 57.1 µM), inactives show top-dose activity, negative = inhibition, most hits filed as inhibitors | 230,000 compounds, 0.66% hits | AID 485360, 2010; further: on the % scale 0 is the no-effect control and ±100 the full control effect; nearly all actives have a fitted effect of over 60% in size
Target sequence (Q9Y468 whole entry, looked up): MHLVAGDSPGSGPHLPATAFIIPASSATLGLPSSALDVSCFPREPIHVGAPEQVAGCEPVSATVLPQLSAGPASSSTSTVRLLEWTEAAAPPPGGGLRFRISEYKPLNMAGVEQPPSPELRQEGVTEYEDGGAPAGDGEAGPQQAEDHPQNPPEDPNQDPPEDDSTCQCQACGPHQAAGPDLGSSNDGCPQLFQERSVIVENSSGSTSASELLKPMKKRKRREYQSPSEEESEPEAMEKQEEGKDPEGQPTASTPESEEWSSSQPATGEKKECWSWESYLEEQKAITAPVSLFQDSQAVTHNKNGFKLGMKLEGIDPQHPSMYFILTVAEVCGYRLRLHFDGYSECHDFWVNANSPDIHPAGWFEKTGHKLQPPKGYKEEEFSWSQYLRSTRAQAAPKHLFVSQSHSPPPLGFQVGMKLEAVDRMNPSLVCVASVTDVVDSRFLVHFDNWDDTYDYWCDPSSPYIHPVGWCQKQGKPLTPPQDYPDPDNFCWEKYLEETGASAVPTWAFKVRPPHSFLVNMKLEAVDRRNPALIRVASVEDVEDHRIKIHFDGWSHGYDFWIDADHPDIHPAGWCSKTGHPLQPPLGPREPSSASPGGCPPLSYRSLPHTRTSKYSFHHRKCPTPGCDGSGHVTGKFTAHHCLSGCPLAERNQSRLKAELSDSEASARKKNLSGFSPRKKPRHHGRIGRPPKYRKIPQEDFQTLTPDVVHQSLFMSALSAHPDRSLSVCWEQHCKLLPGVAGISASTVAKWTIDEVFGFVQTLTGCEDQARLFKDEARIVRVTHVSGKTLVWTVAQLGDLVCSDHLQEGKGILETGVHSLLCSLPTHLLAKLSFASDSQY
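AlphaScreen assay: L3MBTL1 (50 nM final) was preincubated 30 min at room temperature with biotinylated H3(1-15)K9me1 peptide (75 nM final), then 30 min with library compounds; streptavidin donor and nickel chelate acceptor beads (10 ug/mL final) added, 30 min dark.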
Lamin A splicing: qHTS Assay for Modulators of Lamin A Splicing | 200,000 compounds, 0.01% hits | AID 1487, 2009 | HeLa LMNA splicing GFP/RFP minigene ratio, 48 h | Potency, µM (highest dose often 46.1 µM), for inactives: at the top dose ratio change, negative = inhibition, usual class: inhibitors; active means well fitted inhibition curve with a large enough effect in the signal ratio, with a control signal flat, not every such curve was filed as active; inconclusive means small, poorly fitted or top-dose-only effect, or effect the other way, or a change in a side signal; the % refers to the signal ratio; further: on the % scale 0 is the no-effect control and ±100 the full control effect
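S3 HeLa cells stably expressing lamin A-EGFP splicing minigene plus DsRed2, 600 cells/well, 48 h compound exposure at 37C. Laser-scanning cytometry; analysed as GFP (500-530 nm)/RFP (575-640 nm) total intensity ratio; 0.5% DMSO vehicle.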
KinaseGlo FLuc: Counterscreen for Luciferase (Kinase-Glo TM) Inhibition; Luciferin 4-monooxygenase (Photuris pensylvanica), Q27757; Kinase-Glo luciferase, ATP luminescence, 8 min; AID 1379, 2008; 200,000 compounds, 0.28% hits; Potency, µM (top dose mostly 38.3 µM), without a hit: top-dose activity change, negative = inhibition, usual class: inhibitors; further: on the % scale 0 is the no-effect control and ±100 the full control effect; nearly all actives have a fitted effect of over 60% in size
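Light output from Kinase-Glo luciferase with luciferin and 10 uM ATP in 50 mM imidazole pH 7.2, KCl, MgCl2, Tween 20, BSA; compound pin-delivered, 8-min ambient incubation, then luminescence read.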
RECQ1 helicase: qHTS Assay for Inhibitors of RecQ-Like Dna Helicase 1 (RECQ1); Potency, µM (series often up to 57.3 µM), for inactives: at the top dose activity, negative = inhibition, hits mostly inhibitors; 240,000 compounds, 0.54% hits; RECQ1 DNA unwinding, red fluorescence kinetic read;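 further: plate controls were vehicle for no effect and no enzyme for full effect; nearly all actives have a fitted effect of over 30% in size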
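RECQ1T1 50 nM; forked duplex (20 bp + 30-nt ss tails) 200 nM, ATP 2 mM final; pH 8.0, 2 mM MgCl2, 2.5 ug/ml poly(dI-dC); 15 min compound preincubation; discontinuous kinetic read over 2 h at RT.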
SMN2 splice up: qHTS Assay for Enhancers of SMN2 Splice Variant Expression | HEK293 SMN2-luciferase splicing reporter, luminescence, 30-36 h | 210,000 compounds, 2.8% hits | Potency, µM (doses to about 46.1 µM), for inactives: at the top dose activity change, positive = activation, usual class: activators; further: % of control where 0% means no effect; nearly all actives have a fitted effect of over 55% in size
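qHTS luciferase splicing reporter: luminescence rises when SMN2 exon 7 is included in transfected HEK293 cells. Compound exposure lasted 30-36 h at 37C, with 4.5 mM final sodium butyrate as control, followed by a ONE-Glo read.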
Numbers without * were called inactive; i = inactive; u = inconclusive; x = no result given; [ ] = dose if it differs, or a comment. Unless noted, the call rests on the fitted dose curve; in most records, active means well fitted curve in the direction sought with a large enough effect; inconclusive means small, poorly fitted or top-dose-only effect, or another doubt; inactive means no such curve, though single readings can be large; an effect the other way counts as inactive or inconclusive. Potency means the concentration at half of the fitted maximal effect. An excerpt. The share of hits here may be higher or lower than overall.

Value order: KinaseGlo FLuc	KDM4E inh	SMN2 splice up	ALDH1A1 inh	RECQ1 helicase	Tau fibril ThT	Lamin A splicing	L3MBTL1 block
Cc1ccc(CN2CC(C(=O)Nc3cccc(S(=O)(=O)N4CCCCC4)c3)CC2=O)cc1 (stereo not given)
→ -1%	4%	x	-2%	-11%	-11%	u	-9%
COC(=O)C(=O)/C=C(\O)c1ccc(C)cc1
→ x	u	x	u	-3%	22µM*	16%	1%
COc1ccccc1OCCNC(=O)/C=C/c1ccc([N+](=O)[O-])cc1
→ 15%	-1%	-6%	-7%	-1%	u	-5%	-8%
CCN(CC(O)Cn1c2ccccc2c2ccccc21)S(=O)(=O)c1ccc(C)cc1 (stereo not given)
→ 18%	-7%	8%	-4%	-16%	-13%	u	x
O=C(Nc1ccccc1-c1nnn(CC(=O)N2CCN(c3ccccc3)CC2)n1)c1cccs1
→ 9%	u	-18%	2%	-7%	-9%	-12%	-3%
COc1ccc(/C=N\NC(=O)c2cc(O)c(O)c(O)c2)cc1CN1CCN(c2ccc(F)cc2)CC1
→ 2%	4µM*	18%	13µM*	-5%	u	-17%	-26%
O=C(O)CN1C(=O)C2C3C=CC(C3)C2C1=O (stereo not given)
→ -1%	3%	u	-11%	-4%	5%	3%	u
CN(c1nc2nonc2nc1NC1CC1)C1CCOC1 (stereo not given)
→ -1%	5%	x	u	5%	-11%	u	-10%
COC(=O)c1ccc(NC(=O)CSc2nc(C)cc(=O)[nH]2)cc1
→ 5%	6%	-11%	17%	-8%	u	15%	x
O=C(CSc1n[nH]c(-c2cccs2)n1)NCc1ccc2c(c1)OCO2
→ 18%	-3%	4%	1%	-11%	-4%	16%	x
O=C(CNCC1CCCO1)N1CCCc2ccccc21 (stereo not given)
→ 0%	u	3%	u	-3%	-7%	-10%	x
CCCN1C(=O)C(O)(C2CC(=O)CC(C)(C)O2)c2ccccc21 (stereo not given)
→ 1%	0%	-1%	0.79µM*	-2%	-5%	7%	x
CCOC(=O)c1cccc(NC(=O)CSc2nc3cccnc3n2C)c1
→ 0%	1%	-104%[inhibitor]	10%	-5%	-14%	u	12%
C=C1CCC(C2CC(=O)OC2=O)C(=O)CCC2C1CC2(C)C (stereo not given)
→ 0%	5%	0%	1%	-19%	-3%	-11%	x
O=C(c1ccccc1Cl)N(Cc1ccc(Br)cc1)N1C(=O)CCCC1=O
→ 6%	1%	2%	4%	13%	-7%	x	-12%

(cont.)
Value order: KinaseGlo FLuc	KDM4E inh	SMN2 splice up	ALDH1A1 inh	RECQ1 helicase	Tau fibril ThT	Lamin A splicing	L3MBTL1 block
COc1ccc(CNC(=O)C2CC(c3cccc(OC)c3)=NO2)cc1 (stereo not given)
→ -3%	-4%	1%	u	i	-3%	30%	22%
COC(=O)C(=O)Nc1nnc(COc2ccccc2)s1
→ -4%	8%	-4%	6%	4%	-4%	1%	1%
COCC(C)NCc1cccc(C)c1 (stereo not given)
→ -2%	-3%	-6%	17%	-10%	-1%	3%	7%
O=C(CN1CCSCC1)N/N=C/c1ccccc1F
→ 1%	-29%	-18%	u	-14%	-14%	3%	x
CN(c1ccc(OCC(=O)NC2CCCC2)cc1)S(=O)(=O)c1cccs1
→ 2%	-2%	-8%	-3%	-12%	-10%	2%	x
O=C(CSc1nnc(-c2ccccc2F)o1)OCc1ccccc1
→ 0%	8%	-3%	9%	-10%	-2%	-14%	21%
Cc1ccc(Nc2cccccc2=O)cc1
→ x	6%	x	-8%	i	-13%	-1%	-1%
O=C(Nc1cccc2cccc(NC(=O)c3ccco3)c12)c1ccco1
→ -2%	-2%	14%	-4%	i	u	8%	x
Cc1nn(-c2cc(C(F)(F)F)ccn2)c(=O)o1
→ x	-15%	x	14%	i	0%	x	11%
CCCCN(C)CCC(=O)Nc1ccc(OC)cc1OC
→ 2%	-5%	0%	8%	-6%	2%	2%	3%
Cc1ccc(CNc2nc(C)nc3sc4c(c23)CCC4)cc1
→ 3%	-4%	-50%[inhibitor]	1%	-19%	u	11%	4%
Cc1ccc(NC(=S)N2CCCN(Cc3ccc(F)cc3)C2)c(C)c1
→ 0%	38%[activator]	-5%	2%	-15%	-5%	x	x
O=C(CN1CCN(c2ccccc2F)CC1)Nc1ccccc1F
→ 1%	2%	25%	20µM*	-8%	-6%	u	4%
Cc1[nH]c2ccc3ncccc3c2c1C
→ -4%	2%	-30%[inhibitor]	-14%	-1%	11%	-9%	-21%
[N-]=[N+]=CC(=O)CCCN1C(=O)c2ccccc2C1=O
→ 0%	-6%	3%	10µM*	-15%	6%	3%	-3%

(continued)
Value order: KinaseGlo FLuc	KDM4E inh	SMN2 splice up	ALDH1A1 inh	RECQ1 helicase	Tau fibril ThT	Lamin A splicing	L3MBTL1 block
Cc1ccccc1NS(=O)(=O)c1ccc(OCC(=O)N2CCCCC2)cc1
→ -1%	0%	-7%	-14%	i	-5%	-12%	x
O=C(c1ccccc1)c1nc[nH]c1C(=O)Nc1ccccn1
→ -1%	-22%	2%	u	0%	-22%	-15%	x
N[C@@H](Cc1ccc(O)cc1)c1nnc([C@H](CCC(=O)O)NC(=O)C2CCNCC2)o1
→ x	u	x	4%	-11%	-4%	x	18%
COc1ccc(NC(=O)CSc2nnc(Cc3cccs3)n2-c2ccc(C)cc2)cc1
→ -3%	9%	-17%	16µM*	i	-16%	-6%	x
CNC(=O)/C(C#N)=C1/SC(Cc2ccc(F)cc2)C(=O)N1c1ccccc1 (stereo not given)
→ x	0%	x	2%	0%	-4%	x	1%
CCOC(=O)CC1=Nc2ccccc2NC(=O)C1
→ 0%	1%	x	2%	-2%	-2%	6%	x
Cc1cc(C(=O)CN2C(=O)C(=O)N(Cc3ccccc3)C2=O)c(C)n1-c1ccccc1F
→ 4%	0%	-1%	13%	-7%	-10%	u	-9%
COc1cccc(C(=O)NCc2ccc(-c3nc4ccccc4s3)cc2)c1
→ -4%	0%	u	6%	i	-1%	-5%	x
CC(=O)Oc1ccc2cc(-c3nc4ccccc4n3C)c(=O)oc2c1
→ -8%	u	u	437%[activator]	-4%	3%	u	8%
O=[N+]([O-])c1cnc(Sc2ccncn2)s1
→ x	-13%	x	3.2µM*	15%	u	x	6%
Oc1ccccc1C(=S)N1CCCCCC1
→ -1%	-7%	x	25µM*	15%	u	9%	x
CC(C)Cc1nc(N2CCOCC2)c(C#N)c2c1COC(C)(C)C2
→ 0%	u	-2%	u	i	-17%	-8%	11%
Cc1cccc(NC(=S)N(CCN(C)C)C(C)c2cccnc2)c1 (stereo not given)
→ -2%	-5%	-13%	7%	-9%	-4%	1%[46 µM]	x
OCCCNCc1ccc(-c2ccccc2)cc1
→ 4%	u	-5%	0%	i	-3%	x	0%
CCOC(=O)C(NC(=O)c1ccccc1)(Nc1nnc(C)s1)C(F)(F)F (stereo not given)
→ 2%	-2%	0%	3%	-5%	3%	-8%	7%

Looked up by structure from the list above (5):
Value order: KinaseGlo FLuc	KDM4E inh	SMN2 splice up	ALDH1A1 inh	RECQ1 helicase	Tau fibril ThT	Lamin A splicing	L3MBTL1 block
OCCCNCc1ccc(-c2ccccc2)cc1
→ 4%	u	-5%	0%	i	-3%	x	0%
CNC(=O)/C(C#N)=C1/SC(Cc2ccc(F)cc2)C(=O)N1c1ccccc1 (stereo not given)
→ x	0%	x	2%	0%	-4%	x	1%
CCOC(=O)CC1=Nc2ccccc2NC(=O)C1
→ 0%	1%	x	2%	-2%	-2%	6%	x
COc1cccc(C(=O)NCc2ccc(-c3nc4ccccc4s3)cc2)c1
→ -4%	0%	u	6%	i	-1%	-5%	x
COc1ccc(NC(=O)CSc2nnc(Cc3cccs3)n2-c2ccc(C)cc2)cc1
→ -3%	9%	-17%	16µM*	i	-16%	-6%	x

Further results:
Value order: KinaseGlo FLuc	KDM4E inh	SMN2 splice up	ALDH1A1 inh	RECQ1 helicase	Tau fibril ThT	Lamin A splicing	L3MBTL1 block
Cc1nc2ccccc2n1CC(=O)N/N=C\c1ccccn1
→ 1%	0%	-5%	6%	-12%	-6%	0%	18%
Cc1ccc(-c2cc(C(F)F)n3ncc(C(=O)Nc4c(C)nn(Cc5c(Cl)cccc5Cl)c4C)c3n2)cc1
→ -1%	4%	-4%	5%	i	-12%	7%	3%
CCCN1C(=O)COc2ccc(C(=O)c3ccccc3C(=O)O)cc21
→ 2%	-4%	x	3%	-3%	2%	x	10%
C=CCOc1ccccc1CNc1ccc2c(c1)OCCO2
→ -15%	u	-29%	u	13%	18µM*	x	x
N#Cc1ccsc1NC(=O)COC(=O)CCCSc1nc2ccccc2s1
→ -1%	-11%	2%	-13%	-26%	u	1%	0%
Cc1nn(C(=O)CN2C(=O)c3ccccc3C2=O)c(C)c1Br
→ 0%	-5%	4%	28%	-4%	2%	7%	-2%
COc1ccc(/C=C\c2onc(C)c2S(=O)(=O)N2CCC(C(=O)NCCC(C)C)CC2)cc1
→ 3%	10%	-10%	-2%	-15%	-2%	1%	4%
CCc1ccccc1NC(=O)c1nnn(CC(=O)Nc2ccccc2C)c1N
→ -5%	-6%	-10%	-10%	12%	3%	5%	-2%
FC(F)(F)c1cc(-c2ccccc2)nc(NCc2cccs2)n1
→ 13%	u	-30%[inhibitor]	u	-9%	-12%	u	118%[activator]
Cc1ccc(C(=O)NNC(=O)Cc2ccccc2)cc1
→ 8%	-6%	-29%	-3%	-5%	-4%	-2%	x
